Screening data from PubChem BioAssay.
HT1080 cytotoxicity: cytotoxicity in HT1080 fibrosarcoma cells, cell-based, fluorescence readout (AID 620); HT1080 viability, fluorescence; higher % means a stronger effect; 0.42% of 87,000 active; one-dose cytotoxicity, % at 10 µM; EC50 in µM for titrated hits; in the data active means cytotoxicity above about 50%;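 further: cells exposed to compound overnight then 4 h with Alamar Blue; 0% = vehicle DMSO and 100% = killing control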
* hit, by the source's call. Some of the compounds tested; count on the stated rates, not on these rows.

smiles	HT1080 cytotoxicity
c1cnc(SCCOc2cccc3ccccc23)nc1	-21.0%
CSc1nc2ccc(NC(=O)C3CC(=O)N(Cc4ccccc4)C3)cc2s1 (stereo unspecified)	15.5%
CCSc1cc(C)nc2c(-c3ccccc3)c(C)nn12	-4.4%
C=CCNc1sc(C(=O)c2ccccc2)c(N)c1-c1nc2ccccc2s1	22.5%
CC(OC(=O)Cn1c(C(F)(F)F)nc2ccccc21)C(N)=O (stereo unspecified)	-16.1%
O=C(Cn1nnc(-c2cccs2)n1)N1c2ccccc2Sc2ccc(C(F)(F)F)cc21	-6.0%
CC(C)COc1ccccc1C(=O)NC(CO)C(=O)O (stereo unspecified)	4.2%
CCN(Cc1ccccc1)C(c1ccc(Cl)cc1)c1nnnn1C(C)(C)C (stereo unspecified)	-28.8%
CCc1ccccc1NC(=O)Cn1nc(C(F)(F)F)c2c1CCC2	-8.2%
COc1cc(C)c(Cl)cc1S(=O)(=O)n1cnc(C)c1	-1.4%
Cc1ccc(S(=O)(=O)N(CC(=O)N2CCCCC2)c2cccc(C)c2)cc1	-11.4%
CCN(Cc1ccccc1)CC(O)COc1ccccc1 (stereo unspecified)	-4.5%
Cc1no[n+]([O-])c1COc1ccc(/C=C2\NC(=S)NC2=O)cc1	0.5%
Clc1ccc(-c2nnc3cccc(Cl)n23)c(Cl)c1	-12.3%
O=C(COC(=O)c1ccc(F)cc1)Nc1ccccc1N1CCOCC1	3.7%
COc1cc(NC(=O)COC(=O)c2nc3nc(C)cc(C)n3n2)cc(OC)c1	-1.7%
N#Cc1ccc(C23CC4(C2)[C@H](CN(Cc2ccc(C(F)(F)F)cc2)[C@@H]4c2ccccc2)C3c2ccccc2)cc1 (stereo partly specified)	-2.8%
CCC(=O)Nc1ccc(S(=O)(=O)NCC2CCCO2)cc1 (stereo unspecified)	-1.3%
Cc1ccc(-n2c(CNc3ccc(F)cc3)nnc2SCC(N)=O)cc1	-20.1%
CCOc1ccc(-n2c(SCC(=O)Nc3cc(C)on3)nnc2-c2c[nH]c3ccccc23)cc1	2.4%
COc1ccc(NC(=O)C2CCCO2)cc1OC (stereo unspecified)	-14.7%
CC(=O)Nc1nc2ccccc2n1Cc1ccccc1	1.5%
Cc1ccc(NCN2C(=O)C3CC=CCC3C2=O)cc1 (stereo unspecified)	-3.2%
O=c1nc(NCc2ccccc2Cl)cn[nH]1	-16.0%

2 entries from above, set out differently:
> Cc1ccc(-n2c(CNc3ccc(F)cc3)nnc2SCC(N)=O)cc1
  HT1080 cytotoxicity = -20.1%

> Cc1ccc(NCN2C(=O)C3CC=CCC3C2=O)cc1 (stereo unspecified)
  HT1080 cytotoxicity = -3.2%

Additional entries
smiles	HT1080 cytotoxicity
CCN1CCN(C(c2ccccc2)c2nnnn2Cc2ccccc2)CC1 (stereo unspecified)	2.2%
CCN(CC(O)COc1ccc(OCC(O)CN(CC)C2CCCCC2)cc1)C1CCCCC1 (stereo unspecified)	1.0%
CCn1ccc(C(=O)Oc2ccc(Cl)cc2)n1	-19.6%
COc1ccc(Nc2nc(N)nc(CSc3nnc(N)s3)n2)cc1	1.2%
Cn1nc(OC(=O)Nc2ccccc2)cc1C(F)(F)F	3.6%
CCCCCCN(C(=O)CCCCCN1C(=O)NC(c2ccc(-c3ccccc3)cc2)C(C(=O)OCc2ccccc2)=C1C)C(C(=O)NCCCC)c1ccccc1 (stereo unspecified)	-24.6%
COc1cc2cc(CN(Cc3ccc4c(c3)OCO4)C(=O)c3ccco3)c(=O)[nH]c2cc1OC	2.1%
Cc1ccnn1CCSCC(=O)O	3.6%
CCc1ccc(CC2S/C(=C(\C#N)C(C)=O)NC2=O)cc1 (stereo unspecified)	-3.6%
CCSc1nc2sc3c(c2c(=O)[nH]1)CC(C)(CC)OC3 (stereo unspecified)	-4.1%
CCCCN(C)CCn1c(=S)[nH]c2ncccc2c1=O	7.3%
COc1cccc(/C=C2\C(=O)C(=O)c3ccccc32)c1	-4.7%
Cc1nnc(SCc2ccccc2)nc1/C=C/NOCc1ccc(Cl)cc1Cl	11.2%
COc1ccccc1C(=O)Nc1sc2c(c1C(=O)NCc1ccco1)CCCC2	7.0%
O=CNC(Cc1ccccc1)C(=O)O (stereo unspecified)	1.3%
Cc1ccc(/C=N/N2CCN(Cc3ccc(Cl)cc3)CC2)o1	12.7%
O=C(Nc1ccccc1N1CCCC1)c1cccnc1Cl	-8.3%
Cc1ccc(N2CC(C(=O)Nc3ccccc3C(=O)NC3CCCCC3)CC2=O)cc1C (stereo unspecified)	3.3%
CC(=O)Nc1nnc(SCc2ccc(F)cc2)s1	0.9%
O=C(Nc1cccc(NC(=O)c2cccnc2Cl)c1)c1ccco1	-4.0%
CCc1ccc(NC(=O)C(C)Oc2nnc(-c3cccs3)c(-c3cccs3)n2)cc1 (stereo unspecified)	1.6%
CCOc1ccccc1-c1n[nH]c(=S)o1	1.6%
Cc1n[nH]c(C)c1C(=O)CC1(O)C(=O)N(CCc2ccccc2)c2ccc(Br)cc21 (stereo unspecified)	4.1%
Cc1ccccc1C(=O)OCCCN=C1NS(=O)(=O)c2ccccc21	3.2%
COc1ccc(-c2oc(NC(=O)c3ccc(C)cc3)c(C#N)c2-c2ccc(OC)cc2)cc1	-0.4%
Cc1cc2ncn(-c3ncnc4sc5c(c34)CCCC5)c2cc1C	-20.0%
CC(C(=O)Nc1ncn[nH]1)N1C(=O)c2ccccc2C1=O (stereo unspecified)	1.6%
COC(=O)c1ccc(OCCOc2ccccc2)cc1	-4.8%
O=C(Nc1ccccc1Cl)NC1(C(=O)N2CCCCC2)CCCCC1	-4.4%
Cn1c(=O)c2c(n(Cc3ccccc3)c1=O)NC(=O)C2CC(=O)NCc1cccc(Cl)c1 (stereo unspecified)	-6.2%
O=C(c1c(F)cccc1F)N(Cc1ccccn1)C1CC1	-10.3%
Cc1nc(NNC(=O)c2ccc([N+](=O)[O-])cc2)cc(-c2ccccc2)n1	-2.7%

Next structures follow:
| mol | HT1080 cytotoxicity |
| --- | --- |
| CC1=CC(=O)C=CC1(C)C(Cl)(Cl)Cl (stereo unspecified) | -0.4% |
| CCOc1nc2ccccc2nc1C | 10.5% |
| Cc1cc(C#N)c(C)n1-c1cc(S(=O)(=O)N2CCOCC2)ccc1N1CCCC1 | 21.7% |
| Cc1cc(C)cc(-n2nnnc2SCC(=O)N2CCOCC2)c1 | -2.8% |
| C=CCN(C(=O)COc1ccccc1)c1nnc(-c2ccncc2)s1 | -10.7% |
| CC1=C(C(=O)OCCOC(C)C)C(c2cc3c(cc2Br)OCO3)CC(=O)N1 (stereo unspecified) | -1.8% |
| CC1(C(=O)NCCCNc2ncc(C(F)(F)F)cc2Cl)C=CC2(CCCCC2)N1C(=O)c1ccccc1 (stereo unspecified) | -18.1% |
| c1ccc(CNc2ncnc3nc[nH]c23)cc1 | 3.0% |
| CCC(=O)N1CCN(c2ccc(NC(=O)c3cc4ccccc4o3)cc2)CC1 | 1.3% |
| Cc1nc2ccc(Cc3ccc4nc(C)[nH]c4c3)cc2[nH]1 | 1.1% |
| C=CCOc1ccc2ccccc2c1/C=N/O | 6.8% |
| CCOc1ccc(CCNC(=O)C2CCC(=O)N2CCc2ccccc2)cc1OCC (stereo unspecified) | 3.1% |
| Cc1nn(C)cc1/C=C/C(=O)c1cccs1 | 3.2% |
| Cc1ccc(CSc2nnc3nc(C)cc(C)n23)cc1 | 28.5% |
| Cc1ccc(-c2nn3nnnc3c3ccccc23)cc1C | 3.0% |
| CC1(C)CC2CC(C)(CN2S(=O)(=O)c2cccc(N)c2)C1 (stereo unspecified) | -11.9% |
| C[C@@H](C(=O)NCc1ccccc1)N1C(=O)C2CC=CCC2C1=O (stereo partly specified) | 0.9% |
| COC(=O)c1ccc(CSc2nnc(NC(=O)c3cc4c(s3)CCCC4)s2)cc1 | -0.8% |
| COc1ccc(NC(=O)N2CCN(CCC#N)CC2)cc1 | -1.3% |
| CC(=C/c1ccccc1)/C=N/n1cnnc1 | -1.8% |
| CCOC(=O)C(NC(=O)CC)(N1CCc2ccccc2C1)C(F)(F)F (stereo unspecified) | -7.7% |
| CC(C)c1[nH]nc2c1C(c1cccs1)C(C#N)=C(N)O2 (stereo unspecified) | -0.5% |
| CCN(CC)CCn1c(NCc2ccc(C)o2)nc2ccccc21 | -20.5% |
| CSCCC(C(=O)N1C[C@]2(C)C[C@H]1CC(C)(C)C2)N1C(=O)c2ccccc2C1=O (stereo partly specified) | -26.6% |
| CCCc1cc(Nc2ccccc2OCC)n2ncnc2n1 | -8.4% |
| Cn1c(SCC(=O)Nc2ccccc2F)nnc1-c1cc2ccccc2o1 | -0.6% |
| CN(C)c1cc(=O)n2c(n1)SCCC2 | -5.8% |
| CCCCN(CCCC)c1nc(OC)nc(-n2nnc(C(C)=O)c2C)n1 | -8.8% |
| CC(C)(C)c1nnc2sc(SCC(=O)c3ccc(Cl)cc3)nn2c1=O | 0.8% |
| CCC1=C2CC[C@H]3C(=O)NC(=O)[C@H]3[C@H]2[C@@]2(C)C(=NCC(=O)OC)OC(=O)N2C1=O | -5.5% |
| O=C(CCC(=O)OCCCC(F)(F)C(F)(F)F)Nc1ccc(Cl)cc1Cl | 30.0% |
| COC(=O)C(O)(CC(=O)Nc1ccc(OC)cc1)C(F)(F)F (stereo unspecified) | -0.5% |
| Cc1ccnc(NS(=O)(=O)Cc2ccccc2)c1 | 12.5% |
| CC(=O)c1ccccc1NC(=O)CSc1nnc2ccccn12 | 13.4% |
| CCOC(=O)C1CCN(S(=O)(=O)c2ccc(OC)c(Cl)c2Cl)CC1 | -9.4% |
| N#CC1=C(N)OC2=C(C(=O)CCC2)C12C(=O)N1CCCc3cccc2c31 (stereo unspecified) | -4.7% |

Retrieved by structure from the entries so far (five):
| mol | HT1080 cytotoxicity |
| --- | --- |
| CCCCN(CCCC)c1nc(OC)nc(-n2nnc(C(C)=O)c2C)n1 | -8.8% |
| Cc1ccnc(NS(=O)(=O)Cc2ccccc2)c1 | 12.5% |
| N#CC1=C(N)OC2=C(C(=O)CCC2)C12C(=O)N1CCCc3cccc2c31 (stereo unspecified) | -4.7% |
| COC(=O)C(O)(CC(=O)Nc1ccc(OC)cc1)C(F)(F)F (stereo unspecified) | -0.5% |
| CC(C)(C)c1nnc2sc(SCC(=O)c3ccc(Cl)cc3)nn2c1=O | 0.8% |

Next section
| mol | HT1080 cytotoxicity |
| --- | --- |
| Nc1cc2c(cc1C(=O)c1ccccc1)OCCO2 | -8.9% |
| CC(=O)c1nn(-c2cccc(Br)c2)cc1C(=O)c1ccco1 | -25.8% |
| Cc1c(N=C/C=C2/N(C)c3ccccc3C2(C)C)c(=O)n(-c2ccccc2)n1C | 22.7% |
| CCCn1nc(C(=O)NCC(C)(C)N2CCOCC2)c2ccccc2c1=O | 1.4% |
| Nc1ccc(Oc2ccc(Cl)cc2)cc1 | -5.4% |
| C=CCc1cccc2cc(C(=O)NCc3ccc(C(=O)OCC)o3)c(=O)oc12 | 5.5% |
| O=C(NCc1ccco1)c1cccn2c(=O)c3cc4ccccc4cc3nc12 | -16.6% |
| CN1c2ccccc2C(C)(C)[C@]12C=Cc1cc(O)ccc1O2 | -6.5% |
| Cn1c(-c2ccc(C=O)s2)nc2ccccc21 | 2.8% |
| Cc1cc(C)nc(N2N=C(C(C)(C)C)CC2=O)n1 | -8.1% |
| O=c1c2cc(Br)cc(Br)c2oc2nc3n(c(=O)c12)CCCS3 | -19.6% |
| CCOC(=O)c1ccc(NC(=O)CNC(=O)C23CC4CC(CC(C4)C2)C3)cc1 | -0.5% |
| OCc1ccc(O)c2ncccc12 | 12.8% |
| CCCCCc1ccc(S(=O)(=O)NCCc2ccncc2)cc1 | 3.8% |
| COCCCNC(=O)CC(NS(=O)(=O)c1ccc(Cl)cc1)c1ccc(OC)cc1 (stereo unspecified) | -11.7% |
| CC(C)(C)c1ccc(C2(C)NC(=O)N(CC(=O)Nc3ccc4c(c3)OCO4)C2=O)cc1 (stereo unspecified) | 18.2% |
| CCn1c(NC(=O)c2ccccc2)c(-c2cccs2)c(=O)c2ccccc21 | -9.8% |
| O=C(Cc1cccs1)NCc1cccnc1 | 2.5% |
| CC(=O)Nc1ccc(OCC(=O)c2cc(C)ccc2C)cc1 | -1.0% |
| Cc1cc(C(=O)N[C@H](c2ccccc2)[C@@]2(C)C[C@@H]2[C@@H](C)C(=O)Nc2ccc3ccccc3c2)n(C)n1 | -20.0% |
| O=S(=O)(c1ccc2oc3ccc(S(=O)(=O)N4CCCCC4)cc3c2c1)N1CCCCC1 | -9.3% |
| COc1ccc(-c2c(NC(=O)c3ccco3)n(C)c3ccccc3c2=O)cc1 | -3.3% |
| CCC1=C2CC[C@H]3C(=O)NC(=O)[C@H]3[C@H]2[C@@]2(Cc3ccccc3)C(=NCC3CC3)OC(=O)N2C1=O | -23.0% |
| Cn1c(CNc2ccc(Cl)cc2)nnc1SCCN1CCCCC1 | -7.9% |
| O=C(CN1CCCC1)N1c2ccccc2Sc2ccc(C(F)(F)F)cc21 | -7.9% |
| CCC(=O)Nc1nc(C)c(C(=O)NC2CCCCC2)s1 | -10.8% |
| COC(=O)[C@@H]1C[C@H]2CC[C@H](O)C[C@H]2N1Cc1ccc(C(C)(C)C)cc1 | 19.6% |
| CCC1CCc2c(sc(NC(=O)CSc3nc(-c4ccco4)cc(C(F)(F)F)n3)c2C#N)C1 (stereo unspecified) | 1.0% |
| Cc1nc2nc(CCc3ccccc3)nn2c(C)c1Cl | -6.0% |
| C/C(=C\c1ccccc1)CN1CCN(c2ccccc2F)CC1 | 0.0% |
| CN1CCN(C(=O)c2ccc3c(=O)n(Cc4ccco4)c(=S)[nH]c3c2)CC1 | 3.2% |
| CCOC(=O)C(C)c1c(C)[nH]c(=S)[nH]c1=O (stereo unspecified) | -10.4% |
| CC(=O)CSc1nnc(Cc2ccc3c(c2)OCO3)o1 | 4.1% |
| CCCNC(=O)N1CCC(C(=O)c2ccc(Cl)cc2)CC1 | -2.0% |
| C=CCn1c(CNC(=O)c2ccco2)nnc1SCC(=O)Nc1cccc(Br)c1 | 0.0% |
| Clc1ccc2noc(-c3ccccc3)c2c1 | 4.9% |
| O=c1c2ccccc2sn1-c1cc(S(=O)(=O)N2CCOCC2)ccc1N1CCCC1 | -12.0% |
| CN(C)C(=O)c1snnc1-c1ccccc1 | 1.8% |
| COc1ccc(O)c(C(=O)c2cc(C#N)c(=O)n(CC3CCCO3)c2)c1 (stereo unspecified) | -6.9% |
